# Source: PubChem (National Center for Advancing Translational Sciences (NCATS))
# USP1 inh – blocks the human USP1/UAF1 deubiquitinase complex | O94782 | recombinant USP1/UAF1, Ub-Rhodamine cleavage fluorescence | Potency, µM (doses to about 57.1 µM), for inactives: at the highest dose activity change, negative = inhibition, usual class: inhibitors | 0.23% of 390,000 active | AID 743255; note: % is set by controls: 0 for no effect and ±100 for the full control effect; nearly all actives have a fitted effect of over 60% in size; inactives centre near -12
#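 In this screen, compounds sit with the deubiquitinase complex (1nM) for 15 min at room temperature before Ub-Rho is added at 150nM final. Fluorescence rise is then followed for 6 reads every 60 seconds.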
# RXFP1 agonist – agonists of human relaxin receptor RXFP1; Q9HBX9; HEK293T-RXFP1 cAMP TR-FRET, 30 min; response scale: percent of porcine relaxin response, buffer zero; Potency, µM (highest dose often 57.5 µM), for inactives: at the highest dose activation, usual class: activators; 0.3% of 370,000 active; note: % is set by controls: 0 for no effect and ±100 for the full control effect; nearly all actives have a fitted effect of over 60% in size; many of its hits are not listed in these tables
#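 cAMP rise read by TR-FRET after 30 min, 37C compound exposure (up to 58 uM) in RXFP1-transfected HEK293 cells with Ro 20174 present. EC50 from Hill-equation fits, with 29 nM porcine relaxin as 100% and buffer as basal.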
# mIDH1 inhibitor – human IDH1 R132H inhibition; 0.093% of 390,000 active; IDH1-R132H enzyme, NADPH consumption, diaphorase/resazurin fluorescence; Potency, µM (highest dose often 76.6 µM), inactives show at the top dose activity change, negative = inhibition, actives largely listed as inhibitors; note: % is set by controls: 0 for no effect and ±100 for the full control effect; nearly all actives have a fitted effect of over 65% in size
# Target sequence (O75874 whole entry R132H, stated change not applied): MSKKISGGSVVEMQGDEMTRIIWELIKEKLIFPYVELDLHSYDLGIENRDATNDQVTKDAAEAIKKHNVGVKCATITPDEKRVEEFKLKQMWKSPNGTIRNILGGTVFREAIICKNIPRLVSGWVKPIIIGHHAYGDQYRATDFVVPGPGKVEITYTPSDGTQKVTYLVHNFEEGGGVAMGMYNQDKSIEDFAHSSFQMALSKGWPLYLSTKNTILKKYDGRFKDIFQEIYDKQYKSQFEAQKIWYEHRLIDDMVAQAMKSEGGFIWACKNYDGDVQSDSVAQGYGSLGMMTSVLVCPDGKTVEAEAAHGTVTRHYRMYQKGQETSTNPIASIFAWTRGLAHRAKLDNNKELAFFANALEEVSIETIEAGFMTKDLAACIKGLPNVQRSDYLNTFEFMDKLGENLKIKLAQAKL
#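 IDH1-R132H (0.5 ug/mL) preincubated 30 min with compound, then NADPH (0.016 mM) and alpha-KG (2 mM) added; 80 min at RT, pH 7.5. Remaining NADPH coupled via diaphorase/resazurin to fluorescence (540/590 nm); concentration-response curves normalized to no-enzyme control.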
# 12-LOX inh – blocks human arachidonate 12S-lipoxygenase; P18054; purified 12hLO, xylenol orange hydroperoxide absorbance; Potency, µM (highest dose often 108 µM), without a hit: at the top dose activity change, negative = inhibition, most hits filed as inhibitors; 1.1% of 580,000 active; AID 1671190; note: % is set by controls: 0 for no effect and ±100 for the full control effect
#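 Purified human 12hLO (150 nM final) in 25 mM Hepes, 0.01% Triton X-100, pH 7.0 was preincubated 15 min at room temperature with compound. Then 40 uM arachidonic acid was added, 30 min. Hydroperoxide was read by Fe-XO absorbance ratio 573/405 nm.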
# RGS4 inh – inhibitors of human regulator of G protein signaling 4. P49798. Transcreener GDP fluorescence polarization, RGS4-accelerated GTP hydrolysis. Potency, µM (series often up to 114 µM), for inactives: at the highest dose activity change, negative = inhibition, most hits filed as inhibitors. 0.039% of 390,000 active; note: % is set by controls: 0 for no effect and ±100 for the full control effect; nearly all actives have a fitted effect of over 75% in size; some results filed as inactive show a strong effect at the top dose
# Target sequence (P49798 whole entry, looked up): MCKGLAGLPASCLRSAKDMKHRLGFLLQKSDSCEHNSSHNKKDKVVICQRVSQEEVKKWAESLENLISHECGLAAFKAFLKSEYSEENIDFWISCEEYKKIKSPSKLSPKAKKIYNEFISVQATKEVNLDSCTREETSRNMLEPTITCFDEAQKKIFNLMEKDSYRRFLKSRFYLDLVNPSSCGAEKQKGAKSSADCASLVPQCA
#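 MLSMR compounds (23 nl, pin-transferred) preincubated 10 min at room temperature with a 500nM (2x) first reagent, then RGS4 at 900nM (2x) plus Transcreener GDP mix added; fluorescence polarization (620/688 nm) read before and after 90 min at 30 °C.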
# TrxR1 substrate – rat thioredoxin reductase 1 substrate activity; O89049; purified TrxR1 substrate turnover, NADPH consumption readout; Potency, µM (series often up to 114 µM), for inactives: top-dose activity change, negative = substrate turnover; 0.01% of 390,000 active; AID 588456; note: % is set by controls: 0 for no effect and ±100 for the full control effect; nearly all actives have a fitted effect of over 50% in size
#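 Rat TrxR1, dispensed at 90 nM, was prereduced with 400 uM NADPH (final) for 5 min at ~22 deg C, then incubated with compound 15 min before 400 uM selenite. A first-read NADPH fluorescence drop versus no-compound background flagged substrates.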
# Vif-A3F inh – Vif-A3F binding inhibition. HeLa A3F-eYFP + Vif (tagged APOBEC3F with the HIV-1 protein that degrades it), YFP fluorescence increase. Potency, µM (highest dose often 46.1 µM), for the others: top-dose activity, negative = active. 0.2% of 390,000 active. AID 602313; note: % of control where 0% means no effect; nearly all actives have a fitted effect of over 65% in size
#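 HeLa cells stably expressing Vif plus C-terminally eYFP-tagged A3F were seeded, incubated overnight at 37 deg C, dosed with compound, incubated overnight again at 37 deg C. Yellow fluorescence (Ex 488/Em 500-530) reported blocked Vif-mediated A3F-eYFP degradation.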
# Vif-A3G inh – inhibitors of Vif-APOBEC3G interaction; Potency, µM (top dose mostly 46.1 µM), for the others: at the highest dose activity, negative = active, hits mostly inhibitors; 0.076% of 410,000 active; Q9HC16; HeLa A3G-eYFP + Vif (tagged APOBEC3G with the HIV-1 protein that degrades it), YFP fluorescence, overnight;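 note: % is set by controls: 0 for no effect and ±100 for the full control effect; nearly all actives have a fitted effect of over 60% in size; hits raise eYFP signal because A3G escapes Vif-driven loss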
# Target sequence (Q9HC16 whole entry, looked up): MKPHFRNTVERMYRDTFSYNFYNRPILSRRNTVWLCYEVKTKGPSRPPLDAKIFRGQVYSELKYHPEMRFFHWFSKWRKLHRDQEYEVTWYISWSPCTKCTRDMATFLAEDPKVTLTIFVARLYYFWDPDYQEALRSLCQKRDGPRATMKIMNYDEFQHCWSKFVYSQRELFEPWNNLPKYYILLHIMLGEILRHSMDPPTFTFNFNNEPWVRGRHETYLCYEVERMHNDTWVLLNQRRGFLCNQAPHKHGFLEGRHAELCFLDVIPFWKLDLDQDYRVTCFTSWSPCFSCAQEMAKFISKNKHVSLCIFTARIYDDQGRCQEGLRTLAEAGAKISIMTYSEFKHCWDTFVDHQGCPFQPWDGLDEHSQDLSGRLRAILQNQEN
#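 Read-out is eYFP fluorescence (Ex 488/Em 500-530) from Vif-expressing HeLa A3G-eYFP cells; more signal means A3G escaped Vif-mediated degradation. Cells plated overnight, compound pinned in, incubated overnight at 37 deg C.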
# TrxR1 inh – blocks rat thioredoxin reductase 1 | O89049 | recombinant rTrxR1, NADPH fluorescence consumption, selenite substrate | Potency, µM (top dose mostly 114 µM), for the others: at the top dose activity change, negative = inhibition, usual class: inhibitors | 1% of 390,000 active; note: % is set by controls: 0 for no effect and ±100 for the full control effect; nearly all actives have a fitted effect of over 65% in size
#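 Rat TrxR1 (90 nM in the dispensed reagent) was pre-reduced with 400 uM NADPH for 5 min at room temperature, then incubated with compound for 15 min. After 400 uM selenite was added, NADPH fluorescence (Ex 340/Em 450 nm) was followed for 8 min.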
# * = called active by the depositor; ? = inconclusive; . = no result given; & = joins results of further samples; [ ] = another dose, or the depositor's remark. Calls come from the whole dose curve; as a rule, active = well fitted curve in the direction sought with a large enough effect; inconclusive = small, poorly fitted or top-dose-only effect, or another doubt; inactive = no such curve, though single readings can be large; an effect the other way counts as inactive or inconclusive. Potency is the fitted concentration of half-maximal effect. Only part of the results is shown (hit frequency here may not be typical).
SMILES,USP1 inh,RXFP1 agonist,mIDH1 inhibitor,12-LOX inh,RGS4 inh,TrxR1 substrate,Vif-A3F inh,Vif-A3G inh,TrxR1 inh
CCn1c(=O)n(-c2ccc(F)c(Cl)c2)c(=O)c2sc3ccccc3c21,-16.2%,15.7%,23.2%,-12.7%,11.5%,-3.2%,-2.7%,3.3%,4.0%
O=C(NCCCN1CCCC1=O)c1ccc(NS(=O)(=O)c2ccccc2)cc1,-14.1%,0.0%,-4.8%,4.3%,2.0%,0.9%[57.1 µM],3.3%,8.6%,6.1%[57.1 µM]
Clc1ccccc1CSc1nncn1NC/C=C/c1ccccc1,-10.3%,0.3%,3.0%,-15.4%,5.3%,-8.5%,-14.4%,3.8%,-8.7%
CC(C)N(C(=O)CSc1nnc(NC(=O)c2cccs2)s1)C(C)C,-6.5%,0.2%,3.2%,-20.5%,-8.7%,-8.4%,-1.2%,-9.2%,-4.0%
CC1CCCC(NC(=O)CSc2ncnc3ccccc23)C1C (stereo not given),0.2%,.,-15.3%,1.2%,22.2%,-9.2%,2.5%,0.1%,-7.8%
O=C(CCn1nc(-c2ccccc2)ccc1=O)NCCCN1CCCCCC1,-22.0%,0.7%,1.4%,33.3%[activator],-10.2%,-1.6%,-2.5%,-6.0%,-16.2%
CC(NC(=O)NC1CCCCC1)c1ccc2c(c1)OCO2 (stereo not given),-12.9%,1.0%,-0.2%,-6.1%,-0.1%,3.9%,-5.9%,-1.4%,14.8%
CC1(C)Cc2c(cnn2-c2cccc(F)c2)C(NC(=O)Cn2cccn2)C1 (stereo not given),-14.6%,-0.4%,9.8%,-4.5%,-15.4%,-5.2%,?,0.3%,-3.4%
Cc1cc2[nH]c(=O)c(=O)[nH]c2cc1S(=O)(=O)NCc1ccc(F)cc1,-11.3%,9.3%,5.5%,-15.9%,-10.8%,71.1%[activator],-2.9%,-1.8%,-15.0%
Cc1cc(Cl)ccc1NC(=S)NC1CCCC1,-9.6%,-2.9%,2.5%,?,-21.0%,-11.3%,?,2.5%,16.8%[57.1 µM]
O=C(NC(Cc1ccccc1)C(=O)N1CCc2ccccc2C1)c1ccccc1 (stereo not given),-20.8%,2.3%,-5.7%,2.7%,9.3%,3.3%,7.4%,0.0%,19.5%
CCOc1cc(Br)c(/C=C2/C(=O)N(C)C(=S)N2CC(=O)OC)cc1OC,93.5%[activator],-1.4%,-12.3%,-7.0%,-5.8%,1.0%[57.1 µM],?,-6.8%,1.5%[57.1 µM]
Cn1c(=O)c2c(SCC(=O)Nc3ccccc3F)nc(C3CC3)nc2n(C)c1=O,-14.2%,0.1%,-0.7%,-21.4%,-7.5%,1.5%,5.2%,0.6%,13.4%
COc1cccc2c1cc1c(=O)n(CC(=O)NC3CCCCC3)nc(C)n12,-11.1%&-6.0%,1.2%&3.0%,-9.9%&-1.3%,-28.9%,15.3%&13.5%,18.2%&15.8%,6.9%&-3.2%,3.1%&-1.0%,34.4%&17.2%
COc1cccc(CNC(=O)COc2ccc(C(=O)c3ccccc3)cc2)c1,-12.3%,0.2%,3.2%,-14.3%,0.0%,3.0%[57.1 µM],-3.5%,-16.0%,6.7%[57.1 µM]
Cc1ccc(S(=O)(=O)c2cc(Nc3ccccc3)ccc2O)cc1,14.5%,-1.7%,-0.1%,?,-42.8%,-3.3%,-5.6%,-7.5%,?
O=C1CSC(c2cccnc2)N1c1ccccc1 (stereo not given),6.2%,1.6%,1.4%,?,7.4%,-3.6%,-0.8%,0.5%,4.9%
COc1ccc(-c2nc(Cn3c(=O)cc(-c4ccccc4)c4c(C)nn(C)c43)c(C)o2)cc1OC,-8.2%,0.6%,0.0%,-8.6%,-23.8%,14.5%[57.1 µM],0.3%,5.5%,33.9%[57.1 µM]
CCn1c(SCC(=O)Nc2nccs2)nnc1C1CC1,-9.1%,2.0%,14.7%,-18.7%,3.6%,-1.6%,-6.3%,0.2%,3.1%
COc1ccccc1CNC(=O)COC(=O)c1sc(C)nc1C,-13.0%,2.1%,6.3%,13.7%,7.3%,4.8%,5.2%,1.0%,21.2%
CCCN(C(=O)c1cccc(S(=O)(=O)N2CCN(Cc3ccccc3)CC2)c1)C1CCS(=O)(=O)C1 (stereo not given),?,0.6%,5.1%,16.7%,20.2%,-8.6%,0.1%,-0.3%,-10.8%
Cc1ccc2c(c1)/C(=N/O)CCS2,-22.7%,0.1%,5.8%,?,-5.8%,10.9%[57.1 µM],-5.4%,0.9%,10.1%[57.1 µM]
CCC(=O)N1c2ccc(S(=O)(=O)CCC(=O)N3CCn4c3nc3ccccc34)cc2CC1C (stereo not given),-15.0%,3.8%,3.0%,0.0%,12.8%,1.5%,-2.5%,-1.5%,17.0%
O=C(NC1CCCN(Cc2ccc(Cl)cc2)C1)c1c(F)cccc1F (stereo not given),-18.5%,0.8%,11.4%,?,-9.4%,3.4%,12.1%,-4.6%,7.1%
NS(=O)(=O)c1ccc(Nc2c([N+](=O)[O-])cncc2[N+](=O)[O-])cc1,-12.6%,0.2%,21.1%,40.4%[activator],12.5%,-3.1%,-19.7%,-1.5%,6.5%
COc1ccc(CC(=O)Nc2ncc([N+](=O)[O-])s2)cc1OC,-3.8%,0.3%,-1.9%,35.5µM*,?,-19.1%[57.1 µM],3.4%,3.3%,-14.4%[57.1 µM]
O=C(COC(=O)c1ncc(Cl)c(Cl)c1Cl)NCc1cccs1,-18.3%,2.2%,2.4%,-27.6%,24.3%,4.9%,-7.2%,-6.0%,1.2%
COCCCNC(=O)COc1ccc(-c2nccc(-c3ccccn3)n2)cc1,-19.7%,3.3%,4.8%,-3.1%,-19.1%,10.2%[57.1 µM],6.9%,-0.3%,11.9%
O=C(COc1ccc2ccc(=O)oc2c1)NC(Cc1ccc(Cl)cc1)C(=O)O (stereo not given),10.6%,2.4%,-6.5%,-1.6%,3.9%,41.8%[activator],-4.0%,2.7%,-3.5%
CCCCNc1cc(C)nc(N2CCOCC2)n1,-20.1%,1.4%,1.0%,1.8%,17.9%,-6.9%,4.6%,-0.4%,4.0%[57.1 µM]
CC1CC(=O)N(CC(=O)Nc2ccc(Br)cc2)c2ccccc2S1(=O)=O (stereo not given),-16.9%,5.6%,7.5%,?,-7.8%,-1.6%,5.7%,2.2%,5.9%
CCN(CC)CCNC(=O)C(=O)NCC(c1cccnc1)N1CCN(c2ccc(F)cc2)CC1 (stereo not given),-19.2%,0.1%,-18.4%,0.8%,-5.9%,8.7%[11.4 µM],-6.5%,0.0%,21.1%[11.4 µM]
O=C(CCS(=O)(=O)Cc1ccccc1)NCCc1ccccc1,1.9%,0.0%,2.3%,11.0%,6.5%,-3.2%,1.1%,4.6%,-3.9%[57.1 µM]
Cc1ccc(NC(=O)CN2C(=O)NC(C)(c3ccccc3)C2=O)c(C)c1 (stereo not given),-3.8%,-1.9%,-4.8%,-11.7%,14.4%,11.7%[0.0914 µM],2.8%,-0.3%,5.4%[57.1 µM]
COc1ccc(CNC(=O)O[C@]23C[C@H]4C(=O)N(c5ccccc5)C(=O)[C@H]4C[C@@]2(O)CN(S(=O)(=O)c2ccc(C)cc2)C3)cc1OC,-10.3%,.,0.4%,-2.2%,.,.,-13.5%,-2.0%,.
CN(C)CCNC(=O)c1ccc2c(c1)N(Cc1ccc(F)cc1)CCS2,-9.0%,3.2%,0.9%,257.4%[activator],-4.6%,57.6%[activator][57.1 µM],4.2%,4.7%,18.8%[57.1 µM]
CCCOc1ccc(OCCCCNC(C)CC)cc1 (stereo not given),-10.6%,-0.4%,-6.6%,?,4.6%,0.5%[57.1 µM],-6.6%,3.4%,23.5%[57.1 µM]

# An excerpt of these results, as labelled records:
CCN(CC)CCNC(=O)C(=O)NCC(c1cccnc1)N1CCN(c2ccc(F)cc2)CC1 (stereo not given)
  USP1 inh: -19.2%
  RXFP1 agonist: 0.1%
  mIDH1 inhibitor: -18.4%
  12-LOX inh: 0.8%
  RGS4 inh: -5.9%
  TrxR1 substrate: 8.7%[11.4 µM]
  Vif-A3F inh: -6.5%
  Vif-A3G inh: 0.0%
  TrxR1 inh: 21.1%[11.4 µM]
O=C(CCS(=O)(=O)Cc1ccccc1)NCCc1ccccc1
  USP1 inh: 1.9%
  RXFP1 agonist: 0.0%
  mIDH1 inhibitor: 2.3%
  12-LOX inh: 11.0%
  RGS4 inh: 6.5%
  TrxR1 substrate: -3.2%
  Vif-A3F inh: 1.1%
  Vif-A3G inh: 4.6%
  TrxR1 inh: -3.9%[57.1 µM]
Cc1ccc(NC(=O)CN2C(=O)NC(C)(c3ccccc3)C2=O)c(C)c1 (stereo not given)
  USP1 inh: -3.8%
  RXFP1 agonist: -1.9%
  mIDH1 inhibitor: -4.8%
  12-LOX inh: -11.7%
  RGS4 inh: 14.4%
  TrxR1 substrate: 11.7%[0.0914 µM]
  Vif-A3F inh: 2.8%
  Vif-A3G inh: -0.3%
  TrxR1 inh: 5.4%[57.1 µM]
COc1ccc(CNC(=O)O[C@]23C[C@H]4C(=O)N(c5ccccc5)C(=O)[C@H]4C[C@@]2(O)CN(S(=O)(=O)c2ccc(C)cc2)C3)cc1OC
  USP1 inh: -10.3%
  RXFP1 agonist: .
  mIDH1 inhibitor: 0.4%
  12-LOX inh: -2.2%
  RGS4 inh: .
  TrxR1 substrate: .
  Vif-A3F inh: -13.5%
  Vif-A3G inh: -2.0%
  TrxR1 inh: .
